GAA inhib – inhibitors of human lysosomal alpha-glucosidase; P10253; purified human GAA, 4-MU-alpha-glucoside fluorescence; Potency, µM (highest dose often 76.9 µM), for inactives: top-dose activity change, negative = inhibition, usual class: inhibitors; AID 1466; 200,000 compounds, 0.005% hits;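 further: plate controls were uninhibited enzyme wells for no effect and no-enzyme background for full effect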
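Human alpha-glucosidase, 4 nM, pre-mixed with test compounds before 400 uM 4-methylumbelliferyl substrate; 20 min room temperature at pH 5.0. Fluorescence read after pH 10 stop; AC50 values from Hill-equation fits.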
Tau fibril FP – blocks human tau fibril formation measured by polarization; P10636; K18 P301L tau heparin fibrillization, Alexa594 FP, 6 h; Potency, µM (titrated, usually from 57.7 µM), for inactives: at the highest dose activity, negative = inhibition, most hits filed as inhibitors; 280,000 compounds, 0.39% hits; AID 1468; further: on the % scale 0 is the no-effect control and ±100 the full control effect; nearly all actives have a fitted effect of over 55% in size
Target sequence (P10636 561-689 P618L limits assumed): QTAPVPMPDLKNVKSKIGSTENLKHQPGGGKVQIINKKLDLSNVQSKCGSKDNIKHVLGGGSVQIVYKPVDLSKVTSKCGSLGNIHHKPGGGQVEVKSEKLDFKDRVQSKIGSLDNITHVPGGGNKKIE
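K18 P301L tau (15 uM unlabeled/0.24 uM Alexa 594-labeled, final) + compound + heparin 20 uM final; 100 mM NaOAc pH 7; 6 hr 37 C; ThT 30 uM final added, 1 hr RT; FP ex 555/em 632 nm.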
aGlu spleen mod – lysosomal alpha-glucosidase (human) modulation | AID 2112 | Potency, µM (highest dose often 79.9 µM), inactives show top-dose activity change, negative = inhibition, usual class: inhibitors | human spleen homogenate, 4-MU-alpha-glucoside fluorescence | 240,000 compounds, 0.006% hits | P10253;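 further: 0% = enzyme with vehicle and -100% = no enzyme basal signal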
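AC50 values come from Hill-equation fits of concentration-response data, normalized to no-enzyme and full-activity controls. Enzyme source: 1 ug human spleen homogenate; 1 mM fluorogenic 4-MU glucoside, pH 5.0 citrate buffer, 37 C, 40 min.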
Tau fluor counter – counter-screen for tau fibril formation inhibitors; tau K18 P301L Alexa594 fluorescence, heparin fibrillization; 280,000 compounds, 0.93% hits; Potency, µM (doses to about 57.7 µM), inactives show top-dose activity change, negative = decrease; further: on the % scale 0 is the no-effect control and ±100 the full control effect; nearly all actives have a fitted effect of over 55% in size
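Human K18 P301L tau (15 uM unlabeled plus 0.24 uM Alexa 594-labeled, final) in 100 mM sodium acetate pH 7 was mixed with compound and 20 uM heparin and incubated 6 hr at 37 C.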
HTT ATP protect – protects HTT-Q103 PC12 cells, measured by ATP. PC12 HTT-Q103 induced, cytoprotection, ATP luminescence, 40 h. Potency, µM (series often up to 56.4 µM), for inactives: cytoprotection (ATP increase), usual class: activators. 230,000 compounds, 0.14% hits. AID 1471;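 further: % of control where 0% means no effect; nearly all actives have a fitted effect of over 45% in size; toxic huntingtin expression switched on by the ecdysone agonist tebufenozide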
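Compounds added alongside 100 nM tebufenozide, which induces toxic Q103 huntingtin exon 1-GFP in stable PC12 cells; surviving cells quantified by luminescent ATP measurement. Medium: phenol red-free DMEM, 5% equine and 5% calf serum.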
GAA glycogen mod – inhibitors or activators of human alpha-glucosidase glycogen cleavage. Potency, µM (titrated, usually from 76.4 µM), without a hit: top-dose activity change, negative = inhibition, usual class: inhibitors. AID 2100. 300,000 compounds, 0.38% hits. P10253. recombinant GAA, glycogen substrate, Amplex Red glucose oxidase fluorescence;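 further: 0% = full enzyme reaction and -100% = no-enzyme basal signal; the screen sought inhibitors and activators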
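Recombinant human alpha-glucosidase (4 nM final) hydrolysed bovine liver glycogen (30 ug) for 40 min at 37 C in pH 5.0 citrate/phosphate with 0.01% Tween-20. Released glucose detected by glucose oxidase/Amplex Red, Ex 573/Em 610 nm. Compounds up to 77 uM; AC50 from Hill fits.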
aGal spleen mod – inhibits or activates alpha-galactosidase in human spleen homogenate | human spleen homogenate, 4MU-alpha-Gal fluorescence, 40 min | Potency, µM (titrated, usually from 80 µM), inactives show at the top dose activity change, negative = inhibition, actives largely listed as inhibitors | 240,000 compounds, 0.008% hits | AID 2107;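 further: 0% = enzyme with vehicle and -100% = no enzyme basal signal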
Target sequence (P06280 32-429 limits assumed): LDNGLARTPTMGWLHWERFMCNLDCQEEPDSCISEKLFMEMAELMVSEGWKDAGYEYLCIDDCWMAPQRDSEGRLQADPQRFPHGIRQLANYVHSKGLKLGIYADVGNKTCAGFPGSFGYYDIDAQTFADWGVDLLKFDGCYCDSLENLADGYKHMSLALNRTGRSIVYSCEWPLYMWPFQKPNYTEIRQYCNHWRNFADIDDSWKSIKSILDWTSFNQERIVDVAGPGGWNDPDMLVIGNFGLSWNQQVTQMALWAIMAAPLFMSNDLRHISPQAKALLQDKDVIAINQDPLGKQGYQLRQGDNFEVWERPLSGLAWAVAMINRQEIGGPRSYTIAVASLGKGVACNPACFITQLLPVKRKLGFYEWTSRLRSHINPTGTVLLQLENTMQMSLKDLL
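Fluorogenic readout (Ex 365/Em 440 nm) of 4-methylumbelliferone released from 1 mM 4-MU-alpha-galactoside by spleen homogenate, 40 min at 37C, pH 5.0. Data normalized to no-enzyme and enzyme controls; Hill-equation AC50 from compound titrations.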
Tau ThT inhib – inhibitors of human tau fibril formation, thioflavin T binding. P10636. recombinant tau K18 P301L (four-repeat tau fragment), heparin-induced fibrillization, ThT fluorescence. Potency, µM (highest dose often 57.4 µM), without a hit: top-dose activity, negative = inhibition, usual class: inhibitors. 270,000 compounds, 2.1% hits; further: on the % scale 0 is the no-effect control and ±100 the full control effect; nearly all actives have a fitted effect of over 55% in size
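Tau K18 P301L fragment (15 uM unlabeled plus 0.24 uM Alexa 594-labeled) in 100 mM sodium acetate pH 7 with compound, fibrillization induced by 20 uM heparin for 6 hr at 37 C. Thioflavin T (30 uM) added, fluorescence read after 1 hr (ex 450, em 510 nm).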
Active calls of the source: *; ? = inconclusive; . = not tested or not shown; & = joins results of further samples; [ ] = dose if it differs, or a comment. The call rests on the fitted dose curve; in most records, active means well fitted curve in the direction sought with a large enough effect; inconclusive means small, poorly fitted or top-dose-only effect, or another doubt; inactive means no such curve, though single readings can be large; an effect the other way counts as inactive or inconclusive. Potency means the concentration at half of the fitted maximal effect. The order is random. Share with any hit: about 3.3%.

nr	SMILES	Tau fluor counter	HTT ATP protect	aGlu spleen mod	aGal spleen mod	GAA glycogen mod	Tau fibril FP	Tau ThT inhib	GAA inhib
1	COc1ccc(CC(=O)NCCc2ccc(S(N)(=O)=O)cc2)cc1	-3%	3%	-9%	-4%	0%	-2%	-5%	-1%
2	O=C(O)C1CC(=O)N(c2ccc(OCc3c(F)cccc3Cl)cc2)C1 (stereo unspecified)	-2%	-1%[10 µM]	-4%	0%	-7%	6%	-8%	6%
3	CCN1C(=O)/C(=C/C=C2/CCCN2C)OC1=S	-23%	9%[10 µM]	0%	-5%	-17%	-12%	?	-2%
4	O=Cc1nc(-c2ccccc2Cl)n2ccccc12	5%	2%[10 µM]	-12%	?	2%	0%	1%	?
5	CC(C)Cn1nc(NC(=O)C2CCCO2)c2cc3ccccc3nc21 (stereo unspecified)	-6%	-6%[0.074 µM]	1%	11%	7%	-2%	0%	?
6	COc1cccc(NC(=S)N2CCCC2c2ccc(OC)c(OC)c2)c1 (stereo unspecified)	-20%	-26%	-2%	-2%	-1%	5%	-11%	4%
7	CCOC(=O)c1c(-c2ccccc2)csc1NC(=O)c1cc(=O)c2ccc(C)cc2o1	-12%	.	.	.	17%[76.3 µM]	-9%	0%	.
8	COc1ccc(OCC(=O)Nc2ccc(N3CCC(C)CC3)cc2)cc1	-13%	.	6%	-1%	?	0%	-13%	5%
9	Cc1ccc(C(=O)N2CCCC(CCC(=O)N3CCN(c4ccccn4)CC3)C2)s1 (stereo unspecified)	-4%	12%[10 µM]	3%	7%	-2%	8%	-8%	-2%
10	COc1ccc(CNC(=O)C2=C(C)C(=O)OC23CCC(C)CC3)cc1 (stereo unspecified)	2%	-24%	2%	-3%	4%	-1%	7%	?
11	Fc1ccc(NC(=S)NCCc2ccc(Cl)cc2)cc1	?	-2%[10 µM]	-4%	2%	-26%	?	7%	-32%
12	COC(=O)Nc1ccc(S(=O)(=O)N2CCCCC2C(=O)O)cc1 (stereo unspecified)	7%	18%	-3%	-7%	14%	0%	4%	-1%

Five entries from above, arranged by heavy-atom count, falling.
nr	SMILES	Tau fluor counter	HTT ATP protect	aGlu spleen mod	aGal spleen mod	GAA glycogen mod	Tau fibril FP	Tau ThT inhib	GAA inhib
7	CCOC(=O)c1c(-c2ccccc2)csc1NC(=O)c1cc(=O)c2ccc(C)cc2o1	-12%	.	.	.	17%[76.3 µM]	-9%	0%	.
9	Cc1ccc(C(=O)N2CCCC(CCC(=O)N3CCN(c4ccccn4)CC3)C2)s1 (stereo unspecified)	-4%	12%[10 µM]	3%	7%	-2%	8%	-8%	-2%
8	COc1ccc(OCC(=O)Nc2ccc(N3CCC(C)CC3)cc2)cc1	-13%	.	6%	-1%	?	0%	-13%	5%
11	Fc1ccc(NC(=S)NCCc2ccc(Cl)cc2)cc1	?	-2%[10 µM]	-4%	2%	-26%	?	7%	-32%
4	O=Cc1nc(-c2ccccc2Cl)n2ccccc12	5%	2%[10 µM]	-12%	?	2%	0%	1%	?

Continuation.
nr	SMILES	Tau fluor counter	HTT ATP protect	aGlu spleen mod	aGal spleen mod	GAA glycogen mod	Tau fibril FP	Tau ThT inhib	GAA inhib
13	O=C(O)C1=C[C@@H](c2ccc(Br)cc2)C[C@@H](OCc2ccc(CO)cc2)O1	5%	12%[10 µM]	9%	18%	0%	2%	-7%	.
14	Cc1ccc2cc(C#N)c(SCC(=O)Nc3ccc4sc(C)nc4c3)nc2c1	-6%	13%[10 µM]	-2%	1%	-4%	-3%	-14%	4%
15	CC(=O)NCCNS(=O)(=O)c1ccc(C)c([N+](=O)[O-])c1	-11%	-29%	-21%	6%	7%	-3%	-10%	-3%
16	N/C(=N\OC(=O)Nc1ccc(Cl)cc1)c1ncc(C(F)(F)F)cc1Cl	-19%	-1%	-2%	5%	-5%	-11%	1%	?
17	O=C(C[n+]1cccc(NC(=O)c2ccccc2)c1)c1ccccc1	-3%	5%[10 µM]	-3%	2%	2%	7%	-14%	3%
18	O=Nc1c2ccc[nH]c-2c2ccc([N+](=O)[O-])cc12	-11%	.	-4%	-21%	-13%	5%	0%	-5%
19	O=C(Oc1ccc(N(Cc2cccs2)C2=NS(=O)(=O)c3ccccc32)cc1)c1ccccc1	-16%	3%	-3%	8%	3%	?	-8%	1%
20	COc1ccc2c(c1)C1=C(CC2)C(c2ccc(C)cc2)NC(=S)N1 (stereo unspecified)	-30%	-92%[inhibitor]	-7%	-8%	-26%	-4%	?	-30%
21	O=C(O)c1ccc(-c2ccccc2)[nH]1	-2%	4%	1%	4%	2%	-2%	-7%	-4%
22	CCc1nnc(NC(=O)CSc2nc(-c3ccc(OC)cc3)ns2)s1	-1%	-20%[10 µM]	0%	-1%	1%	-8%	-2%	1%
23	O=C(Nc1ccc(F)cc1)c1nc[nH]c1C(=O)Nc1ccc([N+](=O)[O-])cc1	-19%	.	-7%	-8%	-2%	-13%	-4%	0%
24	COc1cc(OC)cc(C(=O)N[C@H](C(=O)Nc2nc3ccc(S(C)(=O)=O)cc3s2)C(C)C)c1	-19%	-62%[inhibitor]	0%	3%	-13%	-1%	-4%	-8%
25	CSCC(CO)NS(=O)(=O)c1ccc(C)cc1 (stereo unspecified)	-10%	10%[10 µM]	2%	3%	6%	-6%	-11%	2%[15.4 µM]
26	CC(=O)N1CCN(C(=S)NC(=O)c2ccc(S(=O)(=O)N3CCOCC3)cc2)CC1	2%	12%[10 µM]	-6%	7%	4%	0%	1%	3%
27	Cc1ccc(S(=O)(=O)Oc2ccccc2/C=N/N=C(N)N)cc1	?	-23%	-8%	-12%	-9%	?	-12%	?
28	Cc1ccc2c(c1)[C@@H]1CN(C)CC[C@@H]1N2S(=O)(=O)c1ccc(F)cc1	0%	-14%	-5%	-8%	1%	5%	0%	-1%
29	S=c1nc(C2COc3ccccc3O2)[nH][nH]1 (stereo unspecified)	6%	.	3%	4%	-22%	1%	-12%	-21%
30	C/C(=N/NC(=O)Cn1nc2ccccc2n1)c1ccc(F)cc1	-4%	-3%[10 µM]	-4%	1%	-11%	0%	-3%	2%
31	Cn1c(=O)c2cn3ncccc3c2n(C)c1=O	5%	-2%	-7%	-5%	-2%	3%	-8%	-14%
32	O=C(c1ccco1)N1CCN(Cc2nc3cc(Cl)ccc3c(=O)[nH]2)CC1	9%	3%	8%	3%	3%	3%	0%	4%
33	O=C(Nc1ccc(Cl)cc1)c1cc2c(-c3ccccc3)nn(-c3ccccc3)c2s1	-27%	.	.	.	-3%[76.3 µM]	25µM*	11%	.
34	O=C(Nc1ccc(Oc2cccnc2)nc1)c1ccc(C(F)(F)F)cc1	-16%	19%[10 µM]	2%	7%	9%	-1%	-14%	6%[15.4 µM]
35	COc1ccc(NC(=O)Nc2ccc(F)cc2F)cc1	-18%	.	0%	1%	-13%	6%	-9%	4%
36	CCOc1ccc(/C=C/c2nc(C#N)c(N3CCN(c4ccccc4)CC3)o2)cc1	-13%	.	.	.	15%[76.3 µM]	10%	?	.
37	O=C(COC(=O)C1CCCN1C(=O)C12CC3CC(CC(C3)C1)C2)c1ccc(Br)cc1 (stereo unspecified)	-6%	29%[10 µM]	0%	5%	-3%	-8%	-8%	-5%
38	Cc1cccc(NC(=O)c2nc[nH]c2C(=O)N[C@@H](C)C(=O)OCc2ccccc2)c1	?	19%[10 µM]	-11%	-15%	0%	14µM*	0%	.
39	Fc1ccc(OCCCCCCN2CCCC2)cc1	-6%	-12%	-11%	-21%	10%	0%	-11%	1%
40	COc1ccc(OC)c(/C=C/C(=O)NC2=NCCS2)c1	3%	-36%	-1%	-4%	11%	2%	5%	12%
41	CN(C)C(CNC(=O)c1cccc(OC(F)F)c1)c1ccco1 (stereo unspecified)	-8%	.	5%	4%	1%	0%	-17%	5%
42	CC(C)c1ccc2oc(-c3cc(N)ccc3O)nc2c1	?	-102%[inhibitor]	-7%	-12%	?	?	?	-13%
43	Cc1nc2c(n1O)CCC/C2=N\O	2%	3%	-4%	1%	-19%	4%	-8%	0%
44	CCOC(=O)C1=C(C)N(C)C(=O)NC1c1cc2c(cc1Br)OCO2 (stereo unspecified)	2%	1%	4%	4%	10%	1%	0%	?
45	Cc1cc(C)n2nc(N)c(N=Nc3cccc(Cl)c3)c2n1	-7%	.	2%	0%	3%	2%	?	-13%
46	Cc1cc(C)nc(NC(=NCCc2c[nH]c3ccccc23)NC(=O)Nc2ccccc2)n1	?	27%[10 µM]	-1%	5%	-7%	6%	-12%	-1%
47	O=S(=O)(Nc1ncnc2scc(-c3ccc(F)cc3)c12)c1cc(F)ccc1F	6%	-2%[10 µM]	-6%	-3%	-6%	3%	-4%	.
48	N#Cc1nc(-c2ccc(OCc3ccccc3)cc2)oc1NCCN1CCOCC1	?	-27%	-1%	-6%	?	?	?	-3%
49	COc1ccc(NC(=O)Nc2c(C)noc2-c2ccccc2)cc1	-23%	-7%[10 µM]	2%	0%	2%	-5%	-6%	2%
50	O=[N+]([O-])c1ccc2cn[nH]c2c1	-17%&1%	0%	-4%&1%	4%&8%	-4%	7%&-4%	?	-16%[15.4 µM]
51	CC(OC(=O)c1cccs1)C(=O)NCc1ccc2c(c1)OCO2 (stereo unspecified)	7%	-26%	-23%	-13%	-2%	4%	0%	1%
52	CCOC(=O)c1ccc2c(c1)n(CC)c(/C=C/N(C)c1ccccc1)[n+]2CC	10%	22%[10 µM]	-12%	-1%	-3%	-1%	-6%	-8%
